# inhibitors of VEEV: inhibitors of VEEV TC-83 cytopathic effect, confirmation, Vero cells (AID 588727); Vero cells, VEEV TC-83 cytopathic effect inhibition; higher % means a stronger effect; inhibition, % at 20 µM; hits with a dose series show IC50 in µM; 0.13% of 350,000 active; in the data active means a potency from the dose series; further: strong numbers were not always called active
# The depositor's hits bear a star; i = inactive.
SMILES,inhibitors of VEEV
CSc1ccc(CN2CCC(N3CCC(C(=O)NC4CC4)CC3)CC2)cc1,i
CCc1ncc(C(O)c2ccc(Cl)cc2)n1Cc1ccccc1 (configuration not stated),0.7%
C[C@H](CO)N1C[C@H](C)[C@H](CN(C)C(=O)CC2CC2)Oc2cc(Br)ccc2S1(=O)=O,1.1%
O=C(Cc1ccc(F)cc1)Nc1cc(S(=O)(=O)N2CCOCC2)ccc1N1CCCCC1,0.1%
CC(C)(C)OC(=O)N1CCc2onc(-c3ccc([N+](=O)[O-])cc3)c2C1=O,2.3%
Cc1cccc(C)c1NC(=O)CNC(=O)CNC(=O)c1ccc2ccccc2c1,i
CCCCCCN1C[C@H](O)[C@@H](n2cc(-c3ccc(F)cc3)nn2)C[C@@H]1c1ccccc1,i
COc1ccc(N2c3ccccc3CN(Cc3ccccc3)[C@@H](C)[C@H]2Cc2cccnc2)cc1,6.4%
CCN(CC)C(=O)C1=C(C)N(Cc2ccc(OC)cc2)C(=O)C(CC(=O)NCc2cccc3ccccc23)C1 (configuration not stated),4.5%
CCN(CC)S(=O)(=O)c1ccc(-c2cn3ccccc3n2)cc1,3.0%
NC(=O)CC1(c2ccccc2)CCCCC1,1.7%
Nc1ccn([C@@H]2O[C@H](CNC(=O)[C@@H](Cc3cn(COCc4ccccc4)cn3)NC=O)[C@@H](O)[C@H]2O)c(=O)n1,i
CC1C(=O)N(Cc2cn(CCC3OCCCO3)nn2)CCS(=O)(=O)N1Cc1ccc(-c2cccc(N(C)C)c2)cc1 (configuration not stated),2.6%
CCN1C(=O)[C@H]2[C@@H](c3ccc(OC)cc3)N[C@]3(CCCN(Cc4ccc(C(F)(F)F)cc4)C3=O)[C@H]2C1=O,i
Nc1ccn([C@@H]2O[C@H](CNCc3cnc(N4CCOCC4)s3)[C@@H](O)[C@H]2O)c(=O)n1,i
C[C@@H]1CN([C@H](C)CO)C(=O)CCCn2cc(nn2)CO[C@H]1CN(C)C(=O)CCC(F)(F)F,0.2%
Cc1ccc(OC(C)C(=O)N2CCc3ccccc32)c([N+](=O)[O-])n1 (configuration not stated),i
CC(C)CC1NC(=O)c2cccnc2-n2c1nc1cc(F)ccc1c2=O (configuration not stated),1.2%
COc1ccccc1CNC(=O)COC(=O)c1cnc(C)cn1,i
Cc1ccc(C(=O)N2CCC(N3CCC(C(=O)N4CCOCC4)CC3)CC2)cc1,i
CCC(=O)Nc1ccc(C(=O)NNC(=O)CCCCC(=O)NNC(=O)c2ccc(NC(=O)CC)cc2)cc1,1.3%
S=C(CSc1ccccc1)Nc1cccc2ccccc12,1.1%
Cc1ccc(S(=O)(=O)N2CCCCC2)cc1NC(=O)c1ccco1,0.3%
O=C(O)c1ccccc1NC(=O)C1CCN(S(=O)(=O)c2ccc3c(c2)OCCO3)CC1,0.6%
Cc1ccc(S(=O)(=O)N2C[C@H]3[C@H]4C(=O)N(c5ccccc5)C(=O)[C@H]4C[C@H](OC(=O)NCC4CCCCC4)[C@@]3(O)C2)cc1,0.6%
O=C(CSc1nnc2ccc(-c3ccccn3)nn12)Nc1cccc(F)c1,11.7%
Cn1cc(C=O)c2nccnc21,5.9%
c1ccc(NN(Cc2ccccn2)c2ccccc2)cc1,3.2%
O=C1CCC(C(=O)OCC(=O)Nc2ccc(SC(F)F)cc2)=NN1,0.6%
CCOC(=O)CN(c1sc(C)c(C)c1C(=O)OCC)S(=O)(=O)c1ccc(C)cc1,i
Cc1nnc(Cc2ccccc2)c2n[nH]c(C)c12,i
COc1ccccc1N(C(C)=O)C1=C(Cl)C(=O)c2ccccc2C1=O,i
C=CCN1C(c2cccc(C(F)(F)F)c2)=CS/C1=C(\C#N)c1nnc(N2CCOCC2)n1-c1ccccc1,6.4%
Nc1ncnc(N)c1NC(=O)c1ccc(OCc2ccccc2)cc1,2.3%
C[C@@H]1CN([C@H](C)CO)C(=O)CCCn2cc(nn2)CO[C@H]1CN(C)C(=O)Nc1cccc2ccccc12,0.3%
CC(C)CC1NC(=O)c2cccnc2-n2c1nc1cc(F)c(F)cc1c2=O (configuration not stated),1.9%
Cc1nc2ccc(NC(=O)c3ccccc3)cc2c(=O)n1Cc1ccc(F)cc1,11.8%
O=C1[C@H]2[C@@H](c3ccc(C(F)(F)F)cc3)N[C@]3(CCCN(Cc4ccco4)C3=O)[C@H]2C(=O)N1Cc1ccccc1,2.5%
O=C(Cn1nnc(-c2ccc(Cl)cc2)n1)NC(=O)NC1CCCC1,3.6%
CC1(C2CC2)NC(=O)N(CC(=O)N2CCN(c3ccccc3F)CC2)C1=O (configuration not stated),0.9%
CC(=O)c1cccc(OCc2cc(C(=O)N(C)Cc3nccs3)no2)c1,1.4%
CC(C)NC(=O)N(C)C[C@H]1Oc2cc(Br)ccc2S(=O)(=O)N([C@H](C)CO)C[C@H]1C,7.7%
C[C@@H]1CN([C@H](C)CO)C(=O)CCCn2nncc2CO[C@H]1CN(C)C(=O)Oc1ccccc1,i
Cc1ccc(NC(=O)CSc2nnc(NC3CC3)s2)cc1S(=O)(=O)N1CCOCC1,0.4%
COc1ccc2c(c1)CCC1(C)CC(=O)C(Br)=C21 (configuration not stated),4.6%
COCCCn1c(C(=O)NC2CCCCC2)cc2c(=O)n3cccc(C)c3nc21,7.4%
COc1ccc(NC(=O)Nc2ccc3c(c2)C(=O)N([C@H](C)CO)C[C@@H](C)[C@@H](CN(C)C(=O)C2CCCCC2)OCCCC[C@H](C)O3)cc1,7.8%
CC(C)(C)c1ccc(-n2ncc3c2CCCC3NC(=O)CCC2=NNC(=O)CC2)cc1 (configuration not stated),i
O=C(OCC(=O)N1CCC(Cc2ccccc2)CC1)c1ccc(O)cc1,i
CSC[C@H]1CN(CCc2ccccc2)C(=O)[C@@H]1CC(=O)Nc1ccccc1,1.2%
O=C(COc1cccc(Br)c1)N/N=C/c1ccc2c(c1)OCCO2,i
Cc1ccc(/C(O)=C2\C(=O)C(=O)N(CCCN3CCOCC3)C2c2ccccc2F)cc1 (configuration not stated),0.1%
COc1ccc(CN(C)C(=O)C2CC(=O)N(c3ccc4c(c3)OCCO4)C2)cc1 (configuration not stated),3.4%
CCCN(CC(=O)NC(=O)NCc1ccccc1)CC(=O)Nc1ccc(F)c(F)c1F,1.6%
C[C@@H]1CN([C@@H](C)CO)C(=O)c2cc(Br)cnc2O[C@@H]1CN(C)S(=O)(=O)c1ccc(F)cc1,4.9%
Cc1ccc(C)c(NC(=O)COC(=O)c2c(-c3ccccc3)noc2C)c1,0.7%
COCCN(Cc1ccccc1)C(=O)c1cccc(S(=O)(=O)N2CCN(Cc3ccccc3)CC2)c1,4.1%
Cc1cn([C@H]2C[C@H](O)[C@@H](CNC(=O)[C@H](N)C3CC3)O2)c(=O)[nH]c1=O,2.3%
CC(=O)N1CCN(c2ccc(NC(=O)c3cccc(F)c3)cc2)CC1,1.7%
Cc1ccc([C@H]2N[C@]3(CCCN(CC4CCCCC4)C3=O)[C@H]3C(=O)N(C)C(=O)[C@@H]23)cc1,4.3%
# More structures follow:
SMILES,inhibitors of VEEV
COc1ccc(NC(=O)C[C@H]2C(=O)N(c3ccc(OC)cc3)C[C@@H]2c2ccc(Br)cc2)cc1,i
O=P(c1ccccc1)(c1ccccc1)c1ccccc1C(Br)Br,0.1%
COc1ccc([C@H]2N[C@]3(CCCN(CC4CCCCC4)C3=O)[C@H]3C(=O)N(Cc4ccccc4)C(=O)[C@@H]23)cc1,0.7%
C[C@H]1CN([C@@H](C)CO)C(=O)CCCn2nncc2CO[C@H]1CN(C)C(=O)C1CCCCC1,i
COc1cc(/C=C/CNC[C@H]2O[C@@H](n3cc(C)c(=O)[nH]c3=O)C[C@@H]2O)ccc1O,i
CC1(C)N=C(N)N=C(N)N1c1ccc(OCC(=O)N2CCOCC2)c(Cl)c1,1.6%
CC(=O)Nc1cccc(NC(=O)C(=O)c2cn(CC(=O)N3CCCC3)c3ccccc23)c1,0.8%
CCOc1ccc(CNC(=O)CN2C(=O)CSc3ccc(S(=O)(=O)N4CCOCC4)cc32)cc1,i
Cc1cc(C)c(S(=O)(=O)N(C)CC(=O)N2CCCC2)c(C)c1,5.8%
CCOC(=O)c1ccc(NC(=O)Nc2nncs2)cc1,0.1%
CCC(=O)N(C)C[C@H]1Oc2cc(-c3ccccc3F)ccc2S(=O)(=O)N([C@H](C)CO)C[C@H]1C,7.8%
COc1ccc(NC(=O)COC(=O)C2COc3ccccc3O2)cc1OC (configuration not stated),2.5%
Cc1ccc([C@@H]2CC(=O)[C@@H]3CN(S(=O)(=O)c4ccc(C)cc4)[C@H](c4ccc(Cl)cc4)C[C@@H]3N2S(=O)(=O)c2ccc(Cl)cc2)cc1,i
O[C@H]1C[C@H](c2ccccc2)N(Cc2cccs2)C[C@@H]1n1cc(C2CC2)nn1,3.3%
O=C(CCCc1ccc(N(CCCl)CCCl)cc1)NCc1ccccc1,i
COCOCCn1cc(CN2CCS(=O)(=O)N(Cc3ccc(-c4ccccc4)cc3)C(CC(C)C)C2=O)nn1 (configuration not stated),1.1%
COc1ccc([C@@H]2[C@@H](C)N(c3ccccc3)c3ccccc3C(=O)N2Cc2ccccc2)cc1,12.6%
CCCc1cc(C(=O)Nc2cccc(-c3nn[nH]n3)c2)sc1C,0.1%
Cc1cc(F)ccc1S(=O)(=O)N1CCCOC1CNC(=O)C(=O)NCCc1ccco1 (configuration not stated),i
CCCCN1C(=O)C(CC(=O)NC(c2ccccc2)c2ccccc2)CC(C(=O)N(C(C)C)C(C)C)=C1C (configuration not stated),1.1%
CCn1c(SCC(=O)NC2CC2)nnc1-c1ccccc1,0.7%
O=C(CSc1n[nH]c(=O)n1CCc1ccccc1)NC1CCCC1,1.9%
C[C@@H]1CN([C@@H](C)CO)C(=O)CCCn2nncc2CO[C@@H]1CN(C)C(=O)Nc1cccc(C(F)(F)F)c1,0.7%
COc1ccccc1NC(=O)N(C)C[C@@H]1OCc2cnnn2CCCC(=O)N([C@@H](C)CO)C[C@@H]1C,2.0%
CCOc1cccc(CN2CCC(Oc3ccc(C(=O)N4CCCC4)cc3)CC2)c1O,0.4%
Cc1ccc(S(=O)(=O)N2C[C@H]3[C@H]4C(=O)N(c5ccccc5)C(=O)[C@H]4C[C@H](OC(=O)NC4CCCC4)[C@@]3(O)C2)cc1,i
CC1=C(C(=O)N2CCOCC2)CC(CC(=O)NC2CCCC2)C(=O)N1Cc1ccc(C(C)(C)C)cc1 (configuration not stated),i
CCCCC(=O)N1C(C)CCC1C (configuration not stated),4.3%
COc1ccc(C(=O)C(=NN)c2ccccc2)cc1,5.3%
C[C@@H]1CN([C@@H](C)CO)C(=O)c2cc(NC(=O)Nc3cccc4ccccc34)ccc2O[C@@H](C)CCCCO[C@H]1CN(C)C(=O)c1ccccc1,1.2%
CC(=O)c1ccc(NC(=O)CN2CCN(S(=O)(=O)c3ccc4c(c3)OCCO4)CC2)cc1,1.7%
COCc1ccc(C(=O)N2CCCC(N3CCN(c4cccc(Cl)c4)CC3)C2)s1 (configuration not stated),i
Cc1cccc(C(=O)OCC(=O)N2c3ccccc3CC2C)c1C (configuration not stated),7.0%
O[C@H]1C[C@H](c2ccc(Cl)cc2)N(CC2CCCCC2)C[C@@H]1n1cc(C2CC2)nn1,8.9%
O=C1NN=C2CCCCCCC12 (configuration not stated),i
COc1ccccc1S(=O)(=O)N(C)C[C@@H]1OCc2cn(nn2)CCCC(=O)N([C@H](C)CO)C[C@H]1C,0.9%
CCN(CC)CCCNc1cc(C)c(C#N)c2nc3ccccc3n12,0.7%
CC(=O)Nc1c(-c2ccc(C)cc2)nc2ccc(Cl)cn12,0.2%
COc1ccc(CN2CCC[C@]3(N[C@H](c4ccccc4)[C@@H]4C(=O)N(C)C(=O)[C@@H]43)C2=O)cc1,i
CC(C)C1C(=O)N(Cc2cn(CCC3OCCCO3)nn2)CCS(=O)(=O)N1Cc1ccc(-c2cccc(N(C)C)c2)cc1 (configuration not stated),2.3%
COc1ccc(NC(=O)N2Cc3ccccc3-n3nncc3C2)cc1,i
C/C(COc1ccccc1)=N\NC(=O)c1nnn(-c2nonc2N)c1CSc1ccc(C)cc1,6.4%
COCCCNC(=O)c1cc(S(=O)(=O)N2CCC3(CC2)OCCO3)ccc1F,1.5%
CCN(Cc1ccncc1)C(=S)Nc1ccccc1C,0.6%
COc1ncnc2c1ncn2CCCN1CCN(c2ccccn2)CC1,0.2%
COc1cccc(-c2cc(C(=O)O)c3cc4ccccc4cc3n2)c1OC,0.7%
O=C(COC(=O)c1cc(S(=O)(=O)N2CCCCC2)ccc1Cl)NC1CCCCC1,1.5%
O=C(N/N=C/c1ccc(Cl)cc1)c1ccc2nc[nH]c2c1,1.5%

# By substructure: the compounds so far with a Cl atom
SMILES,inhibitors of VEEV
CCc1ncc(C(O)c2ccc(Cl)cc2)n1Cc1ccccc1 (configuration not stated),0.7%
COc1ccccc1N(C(C)=O)C1=C(Cl)C(=O)c2ccccc2C1=O,i
O=C(Cn1nnc(-c2ccc(Cl)cc2)n1)NC(=O)NC1CCCC1,3.6%
CC1(C)N=C(N)N=C(N)N1c1ccc(OCC(=O)N2CCOCC2)c(Cl)c1,1.6%
Cc1ccc([C@@H]2CC(=O)[C@@H]3CN(S(=O)(=O)c4ccc(C)cc4)[C@H](c4ccc(Cl)cc4)C[C@@H]3N2S(=O)(=O)c2ccc(Cl)cc2)cc1,i
O=C(CCCc1ccc(N(CCCl)CCCl)cc1)NCc1ccccc1,i
COCc1ccc(C(=O)N2CCCC(N3CCN(c4cccc(Cl)c4)CC3)C2)s1 (configuration not stated),i
O[C@H]1C[C@H](c2ccc(Cl)cc2)N(CC2CCCCC2)C[C@@H]1n1cc(C2CC2)nn1,8.9%
CC(=O)Nc1c(-c2ccc(C)cc2)nc2ccc(Cl)cn12,0.2%
O=C(COC(=O)c1cc(S(=O)(=O)N2CCCCC2)ccc1Cl)NC1CCCCC1,1.5%
O=C(N/N=C/c1ccc(Cl)cc1)c1ccc2nc[nH]c2c1,1.5%

# From PubChem BioAssay

# Not all compounds are listed; the hit share may differ from the screen's.
